# Bioassay records as filed in PubChem BioAssay.
# Pf apPOL block: Pf-apPOL inhibitors, biochemical, fluorescence; inhibition, % at 10 µM; Recombinant Pf-apPOL, molecular beacon fluorescence, 1.5 h; 0.25% of 210,000 active; Plasmodium falciparum apicoplast DNA polymerase (apPOL); AID 1794808, 2022
# mHTT CaM bind: mutant huntingtin-calmodulin interaction inhibitors – biochemical, AlphaScreen, primary screen | P42858 | AlphaScreen His-mHTT/GST-CaM binding, luminescence | inhibition, % at 15 µM | 3.6% of 190,000 active | AID 1671202, 2021;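 note: 0% = both proteins with DMSO and 100% = one protein alone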
# * hit, by the source's call; / = no result given; & = joins results of further samples. Cut-off read from the data, not from the text of the source: active = inhibition above about 50%; inactive = the rest.
entry	molecule	Pf apPOL block	mHTT CaM bind
1	Cc1ccnc(N2CCC(C(=O)NCCc3ccc(S(N)(=O)=O)cc3)CC2)n1	4	-12
2	Cc1oc2cc(OCc3cnn(-c4ccccc4)c3)ccc2c(=O)c1Oc1ccccc1F	-3	-4
3	CC1=C(C(=O)Nc2c(F)cc(F)cc2Br)C2(CCCCCC2)OC1=O	-2	7
4	Cc1cc2nn(CC3CCCO3)c(=O)n2c(C)n1 (stereo not drawn)	-2	-4
5	Cc1cccc(C)c1NC(=O)CSC1CC(=O)N(c2ccccc2)C1=O (stereo not drawn)	1	-1
6	CC1CCC2C(=O)N(c3ccc(Cl)c(Cl)c3)C(=O)C2C1 (stereo not drawn)	-5	-9
7	COc1ccc(C(=O)N2CCCC(c3ccnc(Nc4cccc(F)c4)n3)C2)cc1 (stereo not drawn)	-1	64*
8	CC12CCC3C(CCC4CCCCC43C)C1CCC2=NN=Cc1ccccc1C(F)(F)F (stereo not drawn)	-5	1
9	CCOc1ccccc1N1C=C(C#N)S(=O)(=O)c2c(F)cccc21	0	0
10	CCOc1ccccc1NC(=O)N1CCC2(CC1)NC(=O)c1cccc(Cl)c1N2	-3	3
11	CCOC(=O)C1CCN(CC(O)COc2ccc(C34CC5CC(CC(C5)C3)C4)cc2)CC1 (stereo not drawn)	-2	30
12	Cn1ncc(N2CCCC(C(=O)NCc3ccccc3)C2)cc1=O (stereo not drawn)	-1	-7
13	Cc1nnc(NC(=O)Nc2ccc(Cl)c(Cl)c2)s1	-4	-4
14	COc1cc(-c2noc(C)n2)ccc1OCc1cccc(F)c1	-1	-29
15	COc1ccc(C(O)=C2C(=O)C(=O)N(Cc3cccnc3)C2c2cccc([N+](=O)[O-])c2)cc1 (stereo not drawn)	-5	-1

# Sorted by number of heavy atoms (low to high): 4 of the compounds above
entry	molecule	Pf apPOL block	mHTT CaM bind
10	CCOc1ccccc1NC(=O)N1CCC2(CC1)NC(=O)c1cccc(Cl)c1N2	-3	3
7	COc1ccc(C(=O)N2CCCC(c3ccnc(Nc4cccc(F)c4)n3)C2)cc1 (stereo not drawn)	-1	64*
11	CCOC(=O)C1CCN(CC(O)COc2ccc(C34CC5CC(CC(C5)C3)C4)cc2)CC1 (stereo not drawn)	-2	30
15	COc1ccc(C(O)=C2C(=O)C(=O)N(Cc3cccnc3)C2c2cccc([N+](=O)[O-])c2)cc1 (stereo not drawn)	-5	-1

# Additional entries:
entry	molecule	Pf apPOL block	mHTT CaM bind
16	CC(C)n1cc(C2=CCN(S(=O)(=O)c3cccc(C#N)c3)CC2)c2cccnc21	-2	14
17	Cc1ccc(NC(=O)COc2c(C)ccc(C)c2C)c([N+](=O)[O-])c1	-6	9
18	Cc1ccccc1-n1nc2c(c1NC(=O)Cc1ccc(F)cc1)CS(=O)C2 (stereo not drawn)	-3	-6
19	CCCCC(=O)Nc1c2c(nn1-c1ccc(Cl)cc1)CS(=O)(=O)C2	-3	1
20	O=C(c1cc(C2CC2)[nH]n1)N1CCn2c(nnc2-c2ccccc2)C1	2	3
21	O=S(=O)(NCC1CN(Cc2ccccc2)CN(Cc2ccccc2)C1)c1ccc(Cl)cc1	4	/
22	O=[N+]([O-])c1ccccc1S(=O)(=O)NCc1ccc2c(c1)OCO2	0	11
23	CCOc1cccc2c1OC1(C)CC2NC(=O)N1c1ccc(F)cc1 (stereo not drawn)	3	1
24	CCC(C)NC(=O)c1ccc2c(c1)nc(C)n2-c1cccc(C)c1 (stereo not drawn)	35	6
25	CCN1CCN(CC(O)COC2CC3CCC2(C)C3(C)C)CC1 (stereo not drawn)	-1	0
26	Cc1ccc(-c2cc(O)cc3sc(=O)oc23)cc1	-4	75*
27	COc1ccccc1C(=O)Nc1nc2n(n1)C(c1ccccc1)C=C(c1ccccc1)N2 (stereo not drawn)	-3	68*
28	CCOC(=O)c1cn(Cc2ccccc2F)c2ccc(F)cc2c1=O	-7	-9
29	COc1ccccc1CC(=O)NCC1(c2ccccc2)CCCC1	-3	-10
30	O=C(NC1CCCCC1)c1cccc2c1CCN2C(=O)C1CC1	-6	-6
31	O=S(=O)(NC1CCCCCC1)c1ccc2c(c1)OCCO2	-2	-3
32	O=C1N=c2ccc(Br)cc2=C1c1sc(=O)n(-c2ccccc2)c1O	-6	8
33	CCOc1ccccc1NC(=O)C1C2CCC3C(CCC21)C3(Cl)Cl (stereo not drawn)	14	-35
34	O=C(c1cccc(F)c1)N1CCc2nc(-c3ccccc3)ncc2C1	0	1
35	CC(=O)N1CCc2cc(Br)cc(S(=O)(=O)CCC(=O)N(C)Cc3ccccc3)c21	-7	7
36	CCOc1ccccc1C(=O)NCc1ccc(F)cc1	-2	-4
37	COc1ccc(OC)c(S(=O)(=O)N2CCC3(C2)C(=O)Nc2ccccc23)c1 (stereo not drawn)	-4	99*
38	CSc1ccc(Cc2nnc(NC(=O)c3cc(C)oc3C)o2)cc1	-4	48
39	CC(CCc1ccccc1)NC(=O)c1ccc([N+](=O)[O-])cc1Cl (stereo not drawn)	-4	6
40	COc1cc2c(cc1OC)C1CC(=O)C(CC(C)C)CN1CC2 (stereo not drawn)	0	/
41	O=C(CSc1nnc(-c2ccccc2)o1)n1c2c(c3ccccc31)CCCC2	-1	-6
42	Cc1ccc(Cl)cc1N1C(=O)C2C3C=CC(CO)(O3)C2C1=O (stereo not drawn)	-2	-3
43	CC(C)n1nnc(CC(=O)O)n1	/	1
44	Brc1cccc(OCCCCN2CCOCC2)c1	-3	23
45	CCCNC(=O)C1CCN(c2cnn(Cc3ccccc3)c(=O)c2)CC1	-7	-6

# Pulled one by one from above (five):
entry	molecule	Pf apPOL block	mHTT CaM bind
45	CCCNC(=O)C1CCN(c2cnn(Cc3ccccc3)c(=O)c2)CC1	-7	-6
34	O=C(c1cccc(F)c1)N1CCc2nc(-c3ccccc3)ncc2C1	0	1
40	COc1cc2c(cc1OC)C1CC(=O)C(CC(C)C)CN1CC2 (stereo not drawn)	0	/
31	O=S(=O)(NC1CCCCCC1)c1ccc2c(c1)OCCO2	-2	-3
43	CC(C)n1nnc(CC(=O)O)n1	/	1

# More compounds.
entry	molecule	Pf apPOL block	mHTT CaM bind
46	CCC(=O)N1CCc2sc(S(=O)(=O)N3CCN(c4ccc(C)cc4)CC3)cc2C1	-5	13
47	COc1ccc(C(=O)Nc2ccccc2C(N)=O)cc1	-2	6
48	COc1cccc(/C=C2\N=C(c3c(-c4ccccc4)noc3C)OC2=O)c1OC	5	15
49	Cc1cc(C)cc(C(=O)N2CCC3(CC2)NC(=O)c2ccc(F)cc2N3C)c1	1	-10
50	Cc1cccc(C=C2Oc3cc(OCC(=O)OC(C)C)ccc3C2=O)c1	9	-2
51	O=C(Cn1nc(-c2ccc(Cl)cc2)ccc1=O)Nc1cccc(C(F)(F)F)c1	-5	-4
52	COc1ccc(Br)c(C(=O)N2CCN(CCn3cccn3)CC2)c1	-10	-11
53	CNC(=O)N1CCCC(c2cccc(C(=O)NCc3ccc(SC)cc3)c2)C1 (stereo not drawn)	-3	7
54	Oc1ccc(Cl)cc1C1CC(c2ccccc2)=NC2(CCNCC2)N1 (stereo not drawn)	4	8
55	O=S1(=O)CC(N2CCC(c3ccccc3)CC2)CN1C1CCCCC1 (stereo not drawn)	0	5
56	COc1ccc(NC(=O)CN(c2ccc(Br)cc2)S(C)(=O)=O)cc1OC	3	-6
57	CC(=O)N1CCc2sc(S(=O)(=O)Nc3ccc(C)cc3C)cc2C1	-3	5
58	COc1ccccc1C1C(C#N)=C(N)OC(C)=C1C(=O)Nc1ccc(SC)cc1 (stereo not drawn)	-3	-8
59	CSc1ccccc1NC(=O)c1cc(=O)c(OCc2ccc(F)cc2)co1	-11	-12
60	O=C(CC1CCCCN1S(=O)(=O)c1cccs1)NCc1ccc2c(c1)OCO2 (stereo not drawn)	-6	-18
61	COc1ccc(-c2onc(C)c2C)cc1S(=O)(=O)N1CCC(N2CCCCC2)CC1	-2	-5
62	Cc1ccc(NS(=O)(=O)c2ccc3[nH]cc(C(=O)NCCCOC(C)C)c(=O)c3c2)c(C)c1	0	8
63	CC1CC(C)CN(Cc2c(O)ccc3c2OC(=Cc2cccs2)C3=O)C1 (stereo not drawn)	-7	-8
64	CCOc1ccc(C(=O)N2CCCC3(C2)Nc2ccccc2NC3=NC(C)(C)C)cc1 (stereo not drawn)	3	37
65	O=C1C(c2ccncc2)=C(O)c2ccccc21	-3&-16	16
66	CC1(C)c2ccccc2-n2c1cc1oc(=O)cc(O)c1c2=O	-5	/
67	Cc1ccnc(NC(=O)c2cc(I)ccc2Cl)c1	-3	-11
68	CC1(C)OCC2(CO1)CN(C(=O)c1ccc(C(C)(C)C)cc1)C2	-8	-2
69	Cc1ccnc(NS(=O)(=O)c2ccc(NC(=O)CC34CC5CC(CC(C5)C3)C4)cc2)n1	-9	19
70	Cc1c(C(=O)N2CCN=C2SCc2cccnc2)cccc1[N+](=O)[O-]	3	-12
71	Cc1ccc(S(=O)(=O)N2CCCC(C(=O)Nc3cccnc3)C2)cc1 (stereo not drawn)	-8	3
72	COc1cc(O)c(C(CC(=O)N2CCCC(C)C2)c2ccc3c(c2)OCO3)c(OC)c1 (stereo not drawn)	8	23
73	CCNC(=O)c1cc(=O)[nH]c2ccccc12	-3	-4
74	COc1ccc(S(=O)(=O)N2CCSC2c2cc(Br)ccc2OC)cc1 (stereo not drawn)	-4	-13
75	Cc1nn(C(=O)C2CC2c2ccc(C(C)(C)C)cc2)c(C)c1Cl (stereo not drawn)	0	-10

# One compound at a time, from the list above.
# Record of COc1cc(-c2noc(C)n2)ccc1OCc1cccc(F)c1 → Pf apPOL block: -1; mHTT CaM bind: -29
# Record of CC(CCc1ccccc1)NC(=O)c1ccc([N+](=O)[O-])cc1Cl (stereo not drawn) → Pf apPOL block: -4; mHTT CaM bind: 6

# Among those listed so far, these have a CF3 group:
entry	molecule	Pf apPOL block	mHTT CaM bind
8	CC12CCC3C(CCC4CCCCC43C)C1CCC2=NN=Cc1ccccc1C(F)(F)F (stereo not drawn)	-5	1
51	O=C(Cn1nc(-c2ccc(Cl)cc2)ccc1=O)Nc1cccc(C(F)(F)F)c1	-5	-4

# New compounds follow:
entry	molecule	Pf apPOL block	mHTT CaM bind
76	O=C(Nc1ccc(-c2nc3ccccc3s2)c(O)c1)c1ccccc1F	0	-3
77	O=C1OC(c2ccco2)=N/C1=C/c1cccc(F)c1	-1	2
78	COc1cc(C(=O)NCCn2nc(-c3ccc(F)cc3)ccc2=O)c([N+](=O)[O-])cc1OC	-8	-2
79	Cc1nnsc1C(=O)Oc1ccc(-c2n[nH]nc2C#N)cc1	10	/
80	Cc1ccc(-c2nc3ncccc3o2)cc1NC(=O)c1ccc(C)c([N+](=O)[O-])c1	2	0
81	Cc1ccc(CC(=O)Nc2nnc(C3CC(=O)N(c4ccc(F)cc4)C3)o2)cc1 (stereo not drawn)	-8	0
82	COc1ccc(OC)c(NC(=O)CC(NCC(C)O)C(=O)O)c1 (stereo not drawn)	-3	-1
83	CCOc1ccc(C(=O)Nc2cccc(F)c2)cc1Cl	-2	-11
84	CC(=O)Nc1ccc(S(=O)(=O)N2CCCCC2C(=O)O)cc1 (stereo not drawn)	-1	0
85	CC(C)c1nnc(C2CCN(C(=O)Cn3c(=O)oc4ccccc43)CC2)o1	-5	-8
86	OC(c1ccc(-c2ccc(C(O)(C(F)(F)F)C(F)(F)F)cc2)cc1)(C(F)(F)F)C(F)(F)F	5	/
87	CC1CN(S(=O)(=O)c2ccc(C(=O)N=c3sc4cc(F)ccc4n3C)cc2)CC(C)O1 (stereo not drawn)	2	0
88	CCSc1nnc2c(n1)OC(c1ccccc1F)N(C(C)=O)c1ccccc1-2 (stereo not drawn)	-1	16
89	Nc1cc(C(=O)O)ccc1NC1CCCCC1	12	18
90	C#CCOc1ccc(C=O)cc1OCC	-13	-4
91	COc1ccccc1CNC(=O)C1(C)Cc2ccccc2C(=O)N1c1ccc(C)cc1 (stereo not drawn)	-4	-6
92	Cc1ccc(-n2c(N3CCCC(C(=O)NCc4ccco4)C3)nc3ccsc3c2=O)cc1 (stereo not drawn)	-5	0
93	CCc1nc(-n2cccc2)sc1C(=O)Nc1ccc(F)c(C)c1	-5	-8
94	Cc1ccc(C=C(C#N)C(=O)C2CC2)cc1	1&-2	/
95	Cn1c(=O)c2c(nc(N3CCOCC3)n2CC(=O)c2ccc(Cl)cc2)n(C)c1=O	-2	-2
96	CC(C)(C)C1CCC2(CC1)SCC(=O)N2c1ccc(Br)cc1 (stereo not drawn)	-5	5
97	CC(=O)NCc1ccnc(N2CCCC2)c1	-5	15
98	NC(=O)c1ccc(NC(=O)c2ccsc2)cc1	-7	-7
99	Cc1ccc(C(=O)N2CCC(CCNC(=O)COc3ccc(F)cc3)CC2)cc1	-2	11
100	O=C1OC(c2ccc(Br)cc2)=N/C1=C\c1cccc(Cl)c1	-5	-1
101	C=CCSc1nnc2c(n1)OC(c1ccc(C(=O)O)cc1)Nc1ccccc1-2 (stereo not drawn)	1	-5
102	COc1cc(NC(=O)N2CC=C(c3cn(C(C)C)c4ncccc34)CC2)cc(OC)c1	-5	50
103	O=C(NC1CCCCC1)c1cc(N2CCCC2)n2nccc2n1	-1	-116
104	COc1ccc(OC)c(NC(=O)N2CC(C)Oc3ccc(Cl)cc32)c1 (stereo not drawn)	-7	37
105	C#CCN1CC(N(C)CCOC(=O)CSc2ccccc2)CS1(=O)=O (stereo not drawn)	-5	-16
106	Cc1nc2c(C(=O)NCc3ccccc3)cnn2c(C)c1Cc1c(F)cccc1Cl	10	-11
107	Cc1nnsc1-c1c(C(=O)O)c(C)nn1-c1ccc(OC(F)(F)F)cc1	-7	/
108	Cc1cccc(N2CCN(C(=O)CC(C)C)C(C)C2=O)c1C (stereo not drawn)	-4	-3
